BAZ2B inh – qHTS Assay for Inhibitors of BAZ2B; Bromodomain adjacent to zinc finger domain protein 2B (Homo sapiens), Q9UIF8; AlphaScreen BAZ2B-H3K14Ac peptide displacement; Potency, µM (top dose mostly 114 µM), for inactives: top-dose activity change, negative = inhibition, usual class: inhibitors; actives 4.4% (n = 360,000); AID 504333, 2011; further: potency means the concentration at half of the fitted maximal effect; on the % scale 0 is the no-effect control and ±100 the full control effect; nearly all actives have a fitted effect of over 60% in size
Target sequence (Q9UIF8 whole entry, looked up, the tested form may be a part): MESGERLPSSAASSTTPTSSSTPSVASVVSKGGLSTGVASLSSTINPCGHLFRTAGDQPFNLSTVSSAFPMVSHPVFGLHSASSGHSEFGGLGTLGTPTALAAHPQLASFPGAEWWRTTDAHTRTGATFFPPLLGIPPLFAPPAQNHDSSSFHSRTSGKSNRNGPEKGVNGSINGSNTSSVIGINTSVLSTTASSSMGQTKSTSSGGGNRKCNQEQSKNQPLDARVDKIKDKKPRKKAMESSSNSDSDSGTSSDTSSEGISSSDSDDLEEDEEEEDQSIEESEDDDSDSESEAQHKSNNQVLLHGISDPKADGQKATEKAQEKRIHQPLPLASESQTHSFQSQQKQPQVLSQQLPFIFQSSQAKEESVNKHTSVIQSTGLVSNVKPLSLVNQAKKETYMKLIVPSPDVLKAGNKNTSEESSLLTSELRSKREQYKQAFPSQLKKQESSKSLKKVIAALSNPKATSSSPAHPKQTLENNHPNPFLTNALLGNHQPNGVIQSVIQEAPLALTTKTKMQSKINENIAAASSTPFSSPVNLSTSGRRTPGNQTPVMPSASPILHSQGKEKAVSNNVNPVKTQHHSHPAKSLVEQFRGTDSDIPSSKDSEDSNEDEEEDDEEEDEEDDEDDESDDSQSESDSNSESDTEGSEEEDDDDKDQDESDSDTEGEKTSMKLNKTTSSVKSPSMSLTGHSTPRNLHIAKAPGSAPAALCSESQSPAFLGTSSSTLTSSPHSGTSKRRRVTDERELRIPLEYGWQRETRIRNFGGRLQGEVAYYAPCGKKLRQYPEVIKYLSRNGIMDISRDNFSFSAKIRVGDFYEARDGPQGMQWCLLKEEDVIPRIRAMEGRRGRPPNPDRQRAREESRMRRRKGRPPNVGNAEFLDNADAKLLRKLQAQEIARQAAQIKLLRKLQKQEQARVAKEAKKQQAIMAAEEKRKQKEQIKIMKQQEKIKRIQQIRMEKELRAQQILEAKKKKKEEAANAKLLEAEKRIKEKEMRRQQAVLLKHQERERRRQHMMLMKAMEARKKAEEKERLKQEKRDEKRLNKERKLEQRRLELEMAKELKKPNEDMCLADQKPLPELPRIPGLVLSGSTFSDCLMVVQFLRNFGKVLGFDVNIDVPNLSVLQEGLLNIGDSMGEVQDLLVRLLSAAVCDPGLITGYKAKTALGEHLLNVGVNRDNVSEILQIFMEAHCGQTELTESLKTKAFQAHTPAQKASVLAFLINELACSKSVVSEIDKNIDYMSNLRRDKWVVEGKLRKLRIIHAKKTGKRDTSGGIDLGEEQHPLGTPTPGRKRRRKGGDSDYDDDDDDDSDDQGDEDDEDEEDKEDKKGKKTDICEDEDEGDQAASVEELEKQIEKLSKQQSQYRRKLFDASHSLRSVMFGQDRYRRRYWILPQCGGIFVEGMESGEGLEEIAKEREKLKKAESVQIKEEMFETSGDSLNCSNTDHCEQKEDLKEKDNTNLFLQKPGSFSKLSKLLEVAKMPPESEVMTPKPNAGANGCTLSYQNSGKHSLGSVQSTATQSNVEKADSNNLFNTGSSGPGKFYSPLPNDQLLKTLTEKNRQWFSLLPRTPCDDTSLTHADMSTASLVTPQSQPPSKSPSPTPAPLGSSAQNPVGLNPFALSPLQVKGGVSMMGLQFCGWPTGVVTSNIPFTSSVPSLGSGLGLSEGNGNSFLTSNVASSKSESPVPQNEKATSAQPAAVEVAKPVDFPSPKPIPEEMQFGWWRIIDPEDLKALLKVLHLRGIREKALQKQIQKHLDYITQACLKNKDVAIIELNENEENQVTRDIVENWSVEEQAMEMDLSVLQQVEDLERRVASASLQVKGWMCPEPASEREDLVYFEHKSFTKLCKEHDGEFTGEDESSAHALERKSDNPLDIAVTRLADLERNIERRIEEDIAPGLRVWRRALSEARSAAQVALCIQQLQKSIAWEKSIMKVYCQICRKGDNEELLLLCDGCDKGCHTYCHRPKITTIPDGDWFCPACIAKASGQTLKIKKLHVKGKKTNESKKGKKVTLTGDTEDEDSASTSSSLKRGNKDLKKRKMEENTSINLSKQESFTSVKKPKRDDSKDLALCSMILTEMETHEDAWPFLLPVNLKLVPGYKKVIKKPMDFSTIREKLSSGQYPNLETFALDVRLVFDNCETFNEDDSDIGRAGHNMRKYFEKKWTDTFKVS
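AlphaScreen luminescence quantifies BAZ2B engagement of H3K14Ac peptide; the protein and biotinylated peptide are both at 50 nM final, buffer PBS pH 7.4 with 0.01% Tween-20, all steps at room temperature.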
ERG-DNA inh – qHTS for Small Molecule Inhibitors of the ERG Ets/DNA interaction; actives 0.028% (n = 370,000); Potency, µM (titrated, usually from 76.9 µM), for the others: at the highest dose FP activity, negative = inhibition, hits mostly inhibitors; Transcriptional regulator ERG (Homo sapiens), P11308; fluorescence polarization, His-ERG Ets domain / labelled DNA; active means well fitted inhibition curve with a large enough effect in the polarisation, with a control signal flat; inconclusive means small, poorly fitted or top-dose-only effect, or effect the other way, or a change in a side signal; inactive means no such curve, though single readings can be large or run the other way; the % refers to the polarisation;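 further: polarization taken with two DNA probes labelled with fluorescein and Texas red; potency means the concentration at half of the fitted maximal effect; % of control where 0% means no effect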
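His-tagged ERG Ets domain (1 uM in the protein solution; 300mM KCl, 50mM Tris-HCl, 1mM EDTA, 1mM DTT, pH 7.5) received compound, then a probe mix of 5 nM fluorescein-DNA and 100nM Texas-615-DNA. Fluorescence polarization was read for both dyes.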
G9a inh – qHTS Assay for Inhibitors of Histone Lysine Methyltransferase G9a | actives 8.8% (n = 350,000) | AID 504332, 2011 | Histone-lysine N-methyltransferase EHMT2 (Homo sapiens), Q96KQ7 | Potency, µM (titrated, usually from 102 µM), without a hit: at the top dose activity, negative = inhibition, most hits filed as inhibitors | G9a H3K9 monomethylation, AlphaScreen, 2 h; further: potency means the concentration at half of the fitted maximal effect; on the % scale 0 is the no-effect control and ±100 the full control effect; nearly all actives have a fitted effect of over 75% in size
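AlphaScreen read-out: biotin-H3K9 peptide (500 nM) methylation by 20 nM enzyme with 20 uM SAM, 2 h at room temperature after 15 min compound preincubation; anti-monomethyl H3K9 antibody plus donor/acceptor beads, 10 min dark.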
RGS4 inhibitor – Inhibitors of Regulator of G Protein Signaling (RGS) 4: qHTS | AID 504845, 2011 | Potency, µM (highest dose often 114 µM), inactives show at the top dose activity change, negative = inhibition, usual class: inhibitors | actives 0.039% (n = 390,000) | Regulator of G-protein signaling 4 (Homo sapiens), P49798 | Transcreener GDP fluorescence polarization, RGS4-accelerated GTP hydrolysis; further: potency means the concentration at half of the fitted maximal effect; on the % scale 0 is the no-effect control and ±100 the full control effect; nearly all actives have a fitted effect of over 75% in size; some results filed as inactive show a strong effect at the top dose
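MLSMR compounds (23 nl, pin-transferred) preincubated 10 min at room temperature with a 500nM (2x) first reagent, then RGS4 at 900nM (2x) plus Transcreener GDP mix added; fluorescence polarization (620/688 nm) read before and after 90 min at 30 °C.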
GLS inhibitor – qHTS for Inhibitors of Glutaminase (GLS) | Potency, µM (highest dose often 45.5 µM), inactives show at the top dose activity change, negative = inhibition, hits mostly inhibitors | GLS enzymatic activity, qHTS titration | Glutaminase kidney isoform, mitochondrial (Homo sapiens), O94925 | actives 0.21% (n = 410,000) | AID 624170, 2012; further: potency means the concentration at half of the fitted maximal effect; on the % scale 0 is the no-effect control and ±100 the full control effect
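Glutamate formation by hKGA was monitored fluorometrically using coupled glutamate oxidase, HRP and Amplex Red. Substrate was added as 1 mM L-glutamine solution; incubation was 30 min at RT after an initial read.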
PI4K2A inh – qHTS for small molecular inhibitors of PI4K2A. Phosphatidylinositol 4-kinase type 2-alpha (Homo sapiens), Q9BTU6. purified PI4K2A, ADP-Glo luminescence, 1 h; stronger effect = lower value. activity change, negative = inhibition, % at 76.9 µM. actives 0.13% (n = 420,000); in the data active means activity change below about -50%; inconclusive means mostly about -30% to -49%;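 further: -100% = wells without enzyme as full effect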
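In this quantitative HTS, ADP production by PI4K2A was quantified luminescently after 1 h at ambient temperature; 100 microM adenosine served as plate-quality control.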
12-LOX inh – Primary qHTS assay for inhibitors of human arachidonate 12S-lipoxygenase (ALOX12): Round 2; Polyunsaturated fatty acid lipoxygenase ALOX12 (Homo sapiens), P18054; purified 12hLO, xylenol orange hydroperoxide absorbance; Potency, µM (series often up to 108 µM), for inactives: top-dose activity change, negative = inhibition, actives largely listed as inhibitors; actives 1.1% (n = 580,000); further: potency means the concentration at half of the fitted maximal effect; on the % scale 0 is the no-effect control and ±100 the full control effect
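Hydroperoxide product was detected by ferrous iron/xylenol orange as the 573 to 405 nm absorbance ratio. Arachidonic acid at 40 uM (final) was turned over for 30 min at room temperature by 150 nM human 12hLO, pH 7.0 Hepes buffer, after 15 min compound preincubation.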
JMJD2A Tudor – qHTS Assay for Inhibitors of JMJD2A-Tudor Domain; Lysine-specific demethylase 4A (Homo sapiens), O75164; Potency, µM (titrated, usually from 114 µM), without a hit: at the highest dose activity change, negative = inhibition, most hits filed as inhibitors; AID 504339, 2011; AlphaScreen JMJD2A-Tudor / H3K4me3 peptide binding; actives 4.4% (n = 390,000); further: potency means the concentration at half of the fitted maximal effect; on the % scale 0 is the no-effect control and ±100 the full control effect; nearly all actives have a fitted effect of over 50% in size
HP1b binding inh – HTS for Inhibitors of HP1-beta Chromodomain Interactions with Methylated Histone Tails. AlphaScreen HP1-beta / biotin-H3K9me3 peptide binding. Potency, µM (titrated, usually from 114 µM), without a hit: top-dose activity change, negative = inhibition, usual class: inhibitors. actives 0.56% (n = 390,000). Chromobox protein homolog 1 (Homo sapiens), P83916. AID 540317, 2011; further: potency means the concentration at half of the fitted maximal effect; nearly all actives have a fitted effect of over 70% in size; inactives centre near 23
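Compound inhibition of the preformed complex between 50 nM HP1-beta and 50 nM biotinylated H3K9me3 peptide was read by AlphaScreen. Buffer was PBS pH 7.4 with 0.01% Tween-20. Incubations ran 30 min at room temperature, with 10 ug/mL donor/acceptor beads.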
Starred values were filed as active, the others as inactive; i = inactive; ? = inconclusive; nt = not tested or not shown; & = joins results of further samples; [ ] = dose if it differs, or a comment. Unless noted, the call rests on the fitted dose curve; in most records, active means well fitted curve in the direction sought with a large enough effect; inconclusive means small, poorly fitted or top-dose-only effect, or another doubt; inactive means no such curve, though single readings can be large; an effect the other way counts as inactive or inconclusive. These rows are one share of the data, so the mix of outcomes need not match the whole.

Assay codes: A = BAZ2B inh; B = ERG-DNA inh; C = G9a inh; D = RGS4 inhibitor; E = GLS inhibitor; F = PI4K2A inh; G = 12-LOX inh; H = JMJD2A Tudor; I = HP1b binding inh
Cc1ccc2c(CN(C)Cc3ccc(OC(F)F)cc3)cc(=O)oc2c1C
  A: 6% | B: 12% | C: 48%[activator] | D: 0% | E: -3% | F: -8 | G: -1% | H: 4% | I: 66%[activator]

CCOc1ccc2nc(Cl)c(CN(C(=O)c3cnccn3)C3CCCC3)cc2c1
  A: -19% | B: 1% | C: -1% | D: 7% | E: -8% | F: 1 | G: ? | H: -16% | I: 22%

COc1ccc(CC(=O)N2CCc3cc(OC)c(OC)cc3C2COc2ccc(F)cc2)cc1 (stereo not drawn)
  A: ? | B: 9% | C: -6%[59 µM] | D: 28% | E: 4% | F: -4 | G: 4% | H: ? | I: 9%

CC(C)(C)n1nnnc1C(c1cccs1)N(Cc1cccnc1)Cc1ccco1 (stereo not drawn)
  A: -33% | B: -1% | C: ? | D: 4% | E: -3% | F: -2 | G: -8% | H: -35% | I: 5%

O=C(Nc1ccc(O)cc1)c1cccc(S(=O)(=O)N2CCOCC2)c1
  A: 3% | B: 1% | C: -36%[59 µM] | D: 0% | E: ? | F: -2 | G: 0% | H: -8% | I: 48%[activator]

CC(OC(=O)c1cnc2ccccc2n1)c1ccccc1Cl (stereo not drawn)
  A: 4% | B: -4% | C: 16% | D: -25% | E: 14% | F: 4 | G: -24% | H: 8% | I: 56%[activator]

CCCC(C(=O)N1CCOCC1)N1C(=O)C2C3C=CC(C3)C2C1=O (stereo not drawn)
  A: 2% | B: -12% | C: 28% | D: 17% | E: -1% | F: 3 | G: 6% | H: -4% | I: 16%

CCN1C(=O)CC(C(=O)Nc2ccc(OC)cc2)SC1=Nc1ccc(C)c(C)c1 (stereo not drawn)
  A: 6% | B: -4% | C: -3%[59 µM] | D: -8% | E: -4% | F: -3 | G: -15% | H: -4% | I: 26%

CC(Oc1ccccc1)C(=O)N1CCN(Cc2cc(=O)n3nc(-c4ccccc4Cl)sc3n2)CC1 (stereo not drawn)
  A: 9% | B: 2% | C: 35%[activator][59 µM] | D: -25% | E: 6% | F: -1 | G: -24% | H: -15% | I: 15%[57 µM]

CCOC(=O)c1[nH]c(C)c(C(=O)N2CCCC(Nc3ccc(C)c(C)c3)C2)c1C (stereo not drawn)
  A: -34%[57.1 µM] | B: 6% | C: ? | D: -21% | E: -1% | F: -6 | G: -9% | H: -30% | I: -7%

N=c1c2c(n(Cc3ccc(Cl)c(Cl)c3)c3c1CCC3)CCCC2
  A: 11% | B: 1% | C: ? | D: 10% | E: 19% | F: 5 | G: ? | H: -4% | I: 25%

COC(=O)c1ccc(N2CCN(C)CC2)c(NC(=O)COc2cccc(C)c2)c1
  A: -12% | B: -12% | C: -4%[59 µM] | D: -16% | E: 8% | F: 3 | G: -5% | H: -4% | I: -16%

Cc1cc(C)c(OCC(=O)OCC(=O)NNC(=O)c2ccccc2F)c(C)c1
  A: -4% | B: -5% | C: ? | D: 5% | E: 2% | F: 4 | G: 63%[activator] | H: -15% | I: 49%[activator]

O=C1NC(c2ccccc2)C(c2ccccc2)N1 (stereo not drawn)
  A: nt | B: -1% | C: nt | D: -7% | E: 11% | F: 0 | G: -13% | H: -13% | I: 23%

Cc1cc(C)cc(NC(=S)NC2CC3CCCC(C2)N3C2CC2)c1 (stereo not drawn)
  A: ? | B: -9% | C: nt | D: -19%[56.9 µM] | E: 32%[activator] | F: 0 | G: -11% | H: -9% | I: 30%

Cc1cccc(Cc2cnc(NC(=O)C3=NCCN3)s2)c1
  A: -12% | B: -2% | C: 0% | D: -28% | E: 63%[activator] | F: -1 | G: 6% | H: -8% | I: 37%

CCn1cc(C(=O)NCc2ccco2)c(=O)c2cc(F)c(N3CCN(C(=O)c4ccco4)CC3)cc21
  A: 56µM* | B: 1% | C: 14µM* | D: -5% | E: 8% | F: -5 | G: 36%[activator] | H: -30% | I: 24%

Cc1ccc(-c2nnc(SCC(=O)NC3CCCc4ccccc43)n2N)cc1 (stereo not drawn)
  A: -4% | B: -5% | C: ? | D: -25% | E: 1% | F: -3 | G: -20% | H: -9% | I: 18%

O=C(NCc1ccccc1)C1CCC(=O)N(CCN2CCOCC2)C1 (stereo not drawn)
  A: 2% | B: -3% | C: 22% | D: 8% | E: -15% | F: -2 | G: -12% | H: -4% | I: 52%

Cc1ccc(/C=C2\SC(=S)N(CCC(=O)NNC(=O)c3ccncc3)C2=O)cc1
  A: 2% | B: 6% | C: nt | D: -4% | E: 6% | F: -11 | G: i | H: -15% | I: -14%

O=C1CCCC(O)=C1C1C2=C(CCCC2=O)OC2=C1C(=O)CCC2
  A: -18% | B: 4% | C: -11%[12.7 µM] | D: 7% | E: 1% | F: -4 | G: 1% | H: -8% | I: 36%

CS(=O)(=O)N(CC(=O)N1CCCCCC1)c1cccc(Br)c1
  A: -8% | B: -3% | C: ? | D: 0% | E: 2% | F: 3 | G: -3% | H: -5% | I: 20%

Cc1ccc(OC(C)C(=O)Nc2nonc2-c2ccc(Br)cc2)cc1C (stereo not drawn)
  A: 4% | B: 0% | C: ? | D: -9% | E: -1% | F: 3 | G: -21% | H: 2% | I: 47%[activator]

CN(CC(=O)Nc1ccc(F)cc1)C(=O)COC(=O)c1cc(S(=O)(=O)N(C)C)ccc1N1CCCC1
  A: 2% | B: 4% | C: -44% | D: -20% | E: -8% | F: -2 | G: -17% | H: -13% | I: 22%

O=C(O)C(Cc1c[nH]c2ccccc12)N1C(=O)c2ccccc2C1=O (stereo not drawn)
  A: -5%&-19% | B: -7% | C: ? | D: -17%[56.9 µM] | E: -8% | F: 6 | G: -11% | H: -6% | I: 65%[activator]

CCCn1c(=O)n(-c2cc(Cl)c(OC)cc2OC)c(=O)c2c3c(sc21)CN(C(C)=O)CC3
  A: -8% | B: 1% | C: -7%[59 µM] | D: -14% | E: 6% | F: -3 | G: -22% | H: -5% | I: 19%

CCc1ccc(NC(=O)c2cc(S(=O)(=O)N3CCc4ccccc43)cn2C)cc1
  A: -32% | B: -9% | C: -27% | D: 10% | E: -1% | F: 2 | G: 6% | H: -24% | I: 16%

O=C(O)CC(c1ccc(Br)cc1)N1Cc2ccccc2C1=O (stereo not drawn)
  A: -17% | B: -1% | C: -3% | D: -13% | E: 4% | F: 0 | G: 0% | H: -14% | I: 9%

COc1ccccc1NS(=O)(=O)c1cccc(C(=O)N/N=C/c2c(C)nn(-c3ccccc3)c2N2CCCC2)c1
  A: -30% | B: -1% | C: -5%[59 µM] | D: 2% | E: 26% | F: 0 | G: -8% | H: -25% | I: 11%

Cc1cc(C)cc(NC(=O)[C@H](Cc2c[nH]c3ccccc23)NC(=O)[C@@H]2Cc3ccccc3CN2)c1
  A: -23% | B: ? | C: 10%[12.7 µM] | D: -17% | E: 3% | F: -1 | G: 60%[activator] | H: -22% | I: 32%

CCOC(=O)c1sc(NC(=O)CSc2nnc(C(C)C)n2CC)nc1C
  A: 5% | B: -3% | C: 4%[59 µM] | D: -10% | E: 1% | F: 2 | G: 2% | H: -1% | I: 41%

O=C(Nc1cccc(C(F)(F)F)c1)c1cccc(NS(=O)(=O)c2ccc(O)c(C(=O)O)c2)c1
  A: -18% | B: -12% | C: ? | D: -26% | E: ? | F: 4 | G: -21% | H: 56µM* | I: -1%

Cc1cc(C(=O)CSc2nnc(-c3cccnc3)n2-c2ccccc2F)c(C)n1CC1CCCO1 (stereo not drawn)
  A: -10% | B: -1% | C: ? | D: -9% | E: -4% | F: -19 | G: 0% | H: -20% | I: 8%

Rewritten with each value named: part of the list above
> CCc1ccc(NC(=O)c2cc(S(=O)(=O)N3CCc4ccccc43)cn2C)cc1
- BAZ2B inh: -32%
- ERG-DNA inh: -9%
- G9a inh: -27%
- RGS4 inhibitor: 10%
- GLS inhibitor: -1%
- PI4K2A inh: 2
- 12-LOX inh: 6%
- JMJD2A Tudor: -24%
- HP1b binding inh: 16%
> Cc1cc(C)cc(NC(=O)[C@H](Cc2c[nH]c3ccccc23)NC(=O)[C@@H]2Cc3ccccc3CN2)c1
- BAZ2B inh: -23%
- ERG-DNA inh: ?
- G9a inh: 10%[12.7 µM]
- RGS4 inhibitor: -17%
- GLS inhibitor: 3%
- PI4K2A inh: -1
- 12-LOX inh: 60%[activator]
- JMJD2A Tudor: -22%
- HP1b binding inh: 32%
